Vif-APOBEC3G blk: Vif-A3G binding inhibition. Q9HC16. AID 602310. actives 0.076% (n = 410,000). Potency, µM (series often up to 46.1 µM), for inactives: at the top dose activity, negative = active, most hits filed as inhibitors. HeLa A3G-eYFP + Vif (tagged APOBEC3G with the HIV-1 protein that degrades it), YFP fluorescence, overnight;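 further: potency means the concentration at half of the fitted maximal effect; on the % scale 0 is the no-effect control and ±100 the full control effect; nearly all actives have a fitted effect of over 60% in size; hits raise eYFP signal because A3G escapes Vif-driven loss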
Target sequence (Q9HC16 whole entry, looked up): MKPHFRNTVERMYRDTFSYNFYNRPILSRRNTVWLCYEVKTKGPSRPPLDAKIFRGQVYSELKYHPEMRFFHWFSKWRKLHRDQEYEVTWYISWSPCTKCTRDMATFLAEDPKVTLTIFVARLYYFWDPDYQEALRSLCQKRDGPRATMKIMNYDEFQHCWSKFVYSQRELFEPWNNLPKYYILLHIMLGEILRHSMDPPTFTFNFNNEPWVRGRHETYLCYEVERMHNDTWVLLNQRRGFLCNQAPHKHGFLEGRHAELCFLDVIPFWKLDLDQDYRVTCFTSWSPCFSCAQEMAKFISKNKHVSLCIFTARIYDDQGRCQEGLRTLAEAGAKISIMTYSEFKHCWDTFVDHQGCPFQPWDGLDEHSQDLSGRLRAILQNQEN
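Read-out is eYFP fluorescence (Ex 488/Em 500-530) from Vif-expressing HeLa A3G-eYFP cells; more signal means A3G escaped Vif-mediated degradation. Cells plated overnight, compound pinned in, incubated overnight at 37 deg C.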
D2 potentiator: positively modulates the human D2 dopamine receptor allosterically. P14416. HEK293 T-REx D2, calcium flux, EC20 dopamine potentiation. potentiation, % at 10 µM. actives 0.34% (n = 340,000). AID 485347;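 active means potentiation over 3 SD above the plate norm, cut at about 30% in these data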; further: 0% is about no effect
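Tetracycline-induced HEK293 T-REx cells force-coupled to calcium signalling expressed D2; compounds were pin-added after a 10 s baseline, read kinetically 180 s, then an EC20 dopamine challenge followed with a further 180 s calcium read.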
RXFP1 ag: agonists of human relaxin receptor RXFP1; HEK293T-RXFP1 cAMP TR-FRET, 30 min; response scale: percent of porcine relaxin response, buffer zero; Potency, µM (series often up to 57.5 µM), without a hit: at the top dose activation, actives largely listed as activators; actives 0.3% (n = 370,000); AID 2676; further: potency means the concentration at half of the fitted maximal effect; on the % scale 0 is the no-effect control and ±100 the full control effect; nearly all actives have a fitted effect of over 60% in size; many of its hits are not listed in these tables
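Agonist response is measured as cAMP accumulation in an RXFP1-transfected HEK293T line under PDE4 inhibition. Values are scaled between buffer-only and 29 nM porcine relaxin, and EC50s come from standard Hill equation fits.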
GRP78 ERSR act: ER stress response induction in glioma | AID 602332 | U87-MG GRP78 promoter luciferase reporter, 16 h | actives 0.02% (n = 420,000) | Potency, µM, for inactives: top-dose activation, hits mostly activators; further: potency means the concentration at half of the fitted maximal effect; series mostly up to about 76 µM; % of control where 0% means no effect; nearly all actives have a fitted effect of over 35% in size
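Stably transfected U87-MG human glioma cells carrying a GRP78-based luminescent sensor were seeded at 1000 cells/well, pin-dosed with compounds and incubated 16 h. Luciferase reagent was then added, and end-point luminescence was read after 10 min at room temperature.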
D1 antag: human D1 dopamine receptor antagonism | P21728 | HEK293 TREx D1 cells, calcium flux, dopamine EC80; active compounds read low | activity change, negative = inhibition, % at 10 µM | actives 3.2% (n = 360,000); in the data active means activity change below about -30%; further: on the % scale 0 is the no-effect control and ±100 the full control effect
Target sequence (P21728 whole entry, looked up): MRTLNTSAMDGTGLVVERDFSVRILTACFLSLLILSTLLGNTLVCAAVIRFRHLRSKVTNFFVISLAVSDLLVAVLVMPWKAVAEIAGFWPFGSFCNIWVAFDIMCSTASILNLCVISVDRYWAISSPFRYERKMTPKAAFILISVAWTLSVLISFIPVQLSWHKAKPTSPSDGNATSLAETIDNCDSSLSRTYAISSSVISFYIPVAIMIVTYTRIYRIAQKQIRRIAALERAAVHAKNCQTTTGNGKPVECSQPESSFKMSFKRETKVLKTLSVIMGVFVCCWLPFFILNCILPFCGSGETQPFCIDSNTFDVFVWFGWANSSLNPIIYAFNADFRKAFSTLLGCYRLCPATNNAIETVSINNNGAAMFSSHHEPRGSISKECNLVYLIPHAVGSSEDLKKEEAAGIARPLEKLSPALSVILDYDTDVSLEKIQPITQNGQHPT
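Allosteric or orthosteric antagonism assessed as attenuation of the calcium response to EC80 dopamine, added 180 s after compound, in induced HEK293 Trex D1 cells loaded with no-wash calcium dye.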
D1 agonist: human D1 receptor agonism. P21728. HEK293 T-REx D1 cells, calcium flux, agonist mode. activation, % at 2 µM. actives 1% (n = 360,000). AID 504660; in the data active means activation above about 30%; further: 0% is about no effect
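Inducible HEK293 T-REx D1 cells, force-coupled to calcium signalling, were plated at 4000 cells/well with tetracycline and held overnight at 30 C. After no-wash calcium dye loading, compound-evoked calcium rise over 180 s flagged agonists.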
Vif-APOBEC3F blk: inhibitors of Vif-A3F interaction; HeLa A3F-eYFP + Vif (tagged APOBEC3F with the HIV-1 protein that degrades it), YFP fluorescence increase; Potency, µM (doses to about 46.1 µM), inactives show at the highest dose activity, negative = active; actives 0.2% (n = 390,000); AID 602313; further: potency means the concentration at half of the fitted maximal effect; % of control where 0% means no effect; nearly all actives have a fitted effect of over 65% in size
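Fluorescence increase (Ex 488/Em 500-530) after overnight compound treatment at 37 deg C flags inhibition of Vif-driven A3F-eYFP loss in stable HeLa A3F-eYFP/Vif cells seeded overnight beforehand.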
LDHA block: LDHA (human) enzyme inhibition | activity change, % (values are at about 110 or 230 µM) | actives 0.15% (n = 480,000) | P00338 | AID 1347041 | purified LDHA, NADH/diaphorase-resazurin fluorescence; active compounds read low; in the data active means activity change below about -30%; inconclusive means mostly about -25% to -30%;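 further: plate controls were DMSO wells for no effect and wells without enzyme for full effect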
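Remaining NADH was detected by diaphorase (0.133 mg/mL) converting 37 µM resazurin to fluorescent resorufin, read at 0 and 20 minutes. The preceding 5-minute room-temperature reaction used 2 nM LDHA, 0.2 mM sodium pyruvate and 0.06 mM NADH at pH 7.4.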
D1 potentiator: human D1 dopamine receptor positive modulation | P21728 | HEK293 TREx D1 cells, calcium flux, dopamine EC20 potentiation | potentiation, % at 10 µM | actives 0.036% (n = 360,000) | AID 504651; in the data active means potentiation above about 30%; further: 0% is about no effect
Starred values were filed as active, the others as inactive; u = inconclusive; x = not tested or not shown; & = joins results of further samples. Unless noted, the call rests on the fitted dose curve; in most records, active means well fitted curve in the direction sought with a large enough effect; inconclusive means small, poorly fitted or top-dose-only effect, or another doubt; inactive means no such curve, though single readings can be large; an effect the other way counts as inactive or inconclusive. Some of the compounds tested; the hit share may differ from the screen's.

SMILES	Vif-APOBEC3G blk	D2 potentiator	RXFP1 ag	GRP78 ERSR act	D1 antag	D1 agonist	Vif-APOBEC3F blk	LDHA block	D1 potentiator
Cc1ccc(NC(=O)c2c(C)oc3ccc(O)c(CN4CCCCC4)c23)c(C)c1	8%	4	-1.1%	-4%	14	2	0%	7	0
Cc1cc(C(=O)N2CCN(c3ccc(F)cc3)CC2)on1	3%	0	0.3%	15%	23	2	2%	-9	-4
COc1cc2cc(C)c(Br)c(OC)c2cc1OC	-6%	x	x	-1%	x	x	6%	18	x
Cc1ccc(-n2ncc(C#N)c2/N=C/N(C)C)cc1	-1%	-12	1.0%	-3%	-26	1	0%	-3	-7
COC(=O)c1c(NC(=O)c2cccs2)sc2c1CCC(C)C2 (stereo not drawn)	-2%	-5	4.2%	2%	9	2	0%	-8	7
CC(C(=O)Nc1ccc(S(=O)(=O)N2CCOCC2)cc1)N1CCN(c2ccccn2)CC1 (stereo not drawn)	-1%	-5	1.5%	2%	1	4	-12%	-4	9
O=C(COC(=O)c1cc2c(s1)CCCCC2)NC1CCS(=O)(=O)C1 (stereo not drawn)	0%	3	1.3%	-5%	10	8	-2%	-4	-7
CCc1ccc(CNC(=O)CCc2c(C)nn(-c3ccc(N4CCCC4)nn3)c2C)cc1	-7%	6	-0.6%	-2%	-7	0	7%	1	-4
CSc1ccccc1NC(=O)CCS(=O)(=O)c1nc(-c2cccs2)cc(C(F)(F)F)n1	-2%	0	7.5%	-3%	2	2	4%	0	2
Cc1cc(C)nc(-n2nc(C)cc2NC(=O)COC(=O)CCC(=O)c2cccs2)n1	-2%	9	0.0%	-3%	12	2	-16%	-1	-4
CC1(C)OCC(N)(CO)CO1	1%	x	x	-2%	x	x	-6%	-1	x
COC(=O)CNC(=O)c1ccc(=O)oc1	1%	-10	2.9%	-6%	-15	2	-11%	-5	-3
CC(C)NC(=O)C12CC3CC(C1)CC(C(=O)NC(C)C)(C3)C2	0%	-1	0.8%	-3%	2	4	-3%	0	0
CC(=O)Nc1ccc2c(COC(=O)CC3Sc4ccccc4NC3=O)cc(=O)oc2c1 (stereo not drawn)	1%	0	6.7%	-3%	-6	2	-2%	-18	-3
COc1ccc(C(=O)c2coc3ccc(O)c(CN4CCOCC4)c23)cc1	0%	-1	1.3%	-4%	10	0	9%	1	-4
CCCCN(CC)CCNC(=O)c1cn(C)c(=O)c2c1c1ccccc1n2C	-1%&2%	-13&-7	1.0%&4.4%	-1%&-2%	-30&-10	0&0	1%&-5%	-2&-1	-9&0
CCc1ccc(OCC(=O)NCC(c2ccc(Cl)cc2)N2CCOCC2)cc1 (stereo not drawn)	3%	8	-1.2%	-4%	-10	24	-6%	-6	-1
CC1CCc2nc3ncn(Cc4ccccc4C#N)c(=O)c3cc2C1 (stereo not drawn)	-7%	-5	2.5%	-4%	-6	2	2%	-2	4
COc1ccc(NC(=O)C2CCC(CNC(=O)[C@@H]3Cc4ccccc4CN3)CC2)cc1 (stereo partly drawn)	0%	-4	-1.8%	5%	-11	5	1%	-13	-5
Cc1ccccc1Cn1c(=O)n(Cc2ccco2)c(=O)c2oc3ccccc3c21	-4%	-3	-1.4%	-4%	-5	1	0%	-9	-2

Whole records from above:
Cc1cc(C(=O)N2CCN(c3ccc(F)cc3)CC2)on1 in the list: Vif-APOBEC3G blk = 3%; D2 potentiator = 0; RXFP1 ag = 0.3%; GRP78 ERSR act = 15%; D1 antag = 23; D1 agonist = 2; Vif-APOBEC3F blk = 2%; LDHA block = -9; D1 potentiator = -4
Cc1ccc(-n2ncc(C#N)c2/N=C/N(C)C)cc1 in the list: Vif-APOBEC3G blk = -1%; D2 potentiator = -12; RXFP1 ag = 1.0%; GRP78 ERSR act = -3%; D1 antag = -26; D1 agonist = 1; Vif-APOBEC3F blk = 0%; LDHA block = -3; D1 potentiator = -7
CC1(C)OCC(N)(CO)CO1 in the list: Vif-APOBEC3G blk = 1%; D2 potentiator = x; RXFP1 ag = x; GRP78 ERSR act = -2%; D1 antag = x; D1 agonist = x; Vif-APOBEC3F blk = -6%; LDHA block = -1; D1 potentiator = x

Other results.
SMILES	Vif-APOBEC3G blk	D2 potentiator	RXFP1 ag	GRP78 ERSR act	D1 antag	D1 agonist	Vif-APOBEC3F blk	LDHA block	D1 potentiator
CCOC(=O)N1CCC(Nc2c(NCCCOC)c(=O)c2=O)CC1	-6%	6	-0.1%	-3%	-34*	3	-12%	1	-13
Cc1nc(Nc2ccccc2O)c2oc3ccccc3c2n1	1%	-6	-2.5%	-4%	-1	2	-8%	-1	4
CCCS(=O)(=O)N1CC(=O)N(c2ccccc2F)C(C)(C(=O)NC2CCCCCC2)C1 (stereo not drawn)	-3%	-7	0.4%	-2%	0	0	4%	-7	1
C[C@H]1CN([C@@H](C)CO)C(=O)c2cc(C3=CCCC3)cnc2O[C@@H]1CN(C)C(=O)c1ccncc1	-3%	x	x	-5%	x	x	-2%	0	x
CCCN(C(=O)Cn1nc(C)c([N+](=O)[O-])c1C)c1c(N)n(Cc2ccccc2)c(=O)[nH]c1=O	-4%	1	0.1%	-7%	8	1	-2%	0	-4
CNC1=C(N(C(C)=O)c2ccc(Br)cc2)C(=O)c2ccccc2C1=O	-1%	4	-1.5%	-15%	-13	0	1%	30	2
Cc1ccc(S(=O)(=O)N2CCCCC2C)cc1[N+](=O)[O-] (stereo not drawn)	0%	-6	0.5%	-4%	-4	1	2%	-1	4
O=C(CSc1ncn[nH]1)NCCc1ccccc1	1%	-6	0.3%	-3%	8	4	0%	1	-2
Cc1cc(C)n(-c2ccc(Cl)c(C(=O)Nc3cc(C(F)(F)F)ccc3Cl)n2)n1	1%	7	0.6%	-7%	10	1	-6%	-10	-9
CCc1cc(C(=O)Nc2nnc(C3CC3)s2)sc1C	0%	x	-2.2%	4%	5	7	-6%	3	-9
Cc1ccc(CNC(=O)c2cc(=O)c3cc(C)c(C)cc3o2)cc1	-4%	-25	3.0%	3%	1	1	3%	-5	-2
CN(C)c1nc2c(N)ncnc2n1C1OC(CO)C(O)C1O (stereo not drawn)	-1%	x	x	0%	x	x	-15%	3	x
COCCCn1c(SCC(=O)N2CCc3ccccc32)nnc1-c1ccco1	-5%	-2	2.8%	-6%	2	-4	-3%	6	1
Cc1no[n+]([O-])c1COc1cccc(/C=N/Nc2nncn2N)c1	-11%	7	0.5%	-8%	-16	2	-4%	13	-1
CCOc1cc(CNc2ccc3c(c2)CCC3)ccc1O	-6%	14	0.0%	-4%	x	1	x	6	-4
CCC(=O)Nc1ccccc1C(=O)OCc1ccc(C(=O)c2ccccc2)cc1	1%	x	1.8%	10%	-3	16	0%	-4	-6
COc1cccc(N2CCN(C(=O)CCCCCn3c(=O)[nH]c4ccccc4c3=O)CC2)c1	-1%	3	0.3%	0%	-12	3	0%	1	0
CCOC(=O)c1ccc(NC(=O)N2CCCCC2)cc1	-1%	0	-0.1%	-6%	-9	1	-1%	-6	-3
CCCS(=O)(=O)Nc1ccc2cn[nH]c2c1	1%	-3	2.9%	-4%	-4	3	8%	-6	-7
COc1ccccc1N1N=C(c2cccs2)CC1c1ccccc1 (stereo not drawn)	-12%	-1	12%	-1%	11	0	0%	-1	1
Cc1onc(-c2c(F)cccc2Cl)c1C(=O)NC1CC1	-11%	3	4.6%	-4%	18	4	-30%	-1	-1
Cn1c(=O)n(CC(N)=O)c(=O)c2c1nc(Br)n2Cc1ccccc1	0%	12	-0.5%	-3%	5	-2	8%	2	3
Cc1nn(Cc2ccc([N+](=O)[O-])cc2)c(=O)n1-c1cccc(Cl)c1	-1%	-2	-1.3%	-2%	x	2	1%	-5	-3
O=C1CCC(C(=O)N2CCN(c3cnccn3)CC2)CN1CCc1ccc(Cl)cc1 (stereo not drawn)	1%	10	2.8%	-1%	-3	7	4%	2	-4
CC(=O)c1cc(Cl)ccc1OCC(=O)NC1CCCC1	4%	7	1.4%	3%	8	-2	-2%	1	-2
CCN(CC)CCN(C(=O)c1ccc2c(c1)CCCC2)c1nc2ccc(C)cc2s1	-1%	-22	-0.2%	-3%	4	9	u	14	-2
Cc1ccc(/C=C/C(=O)OC(C)C(=O)NC2CCCCC2C)o1 (stereo not drawn)	2%	15	1.1%	-4%	0	1	-3%	-3	-6
COc1ccc(NC(=O)Cn2c(=O)c(-c3cc(C)ccc3NC(C)=O)nc3ccccc32)c(OC)c1	3%	-1	-5.9%	-5%	13	-1	-3%	-2	-1
C=C(C)COc1ccc2c(CC)cc(=O)oc2c1C	-1%	4	0.9%	-3%	5	1	-13%	-4	-3
O=C(NCc1cccnc1)C(=O)N/N=C/c1ccc([N+](=O)[O-])cc1	0%	x	4.4%	0%	5	0	7%	-13	-4
COC(=O)N/N=C/c1cn(Cc2ccccc2Cl)c2ccccc12	-9%	7	-0.3%	-2%	5	0	-1%	-4	6
Cc1cc(=O)oc2c3c(cc(OCC(=O)NCc4ccncc4)c12)OC(C)(C)CC3	1%	-1	7.1%	3%	-7	-1	-9%	-10	-2
O=C(NCCc1ccc(F)cc1)c1ccc2nccnc2c1	1%	1	1.6%	-7%	-2	1	0%	-1	-3
Cc1cccc(OCCn2c(SCC(N)=O)nc3ccccc32)c1	-5%	1	2.2%	0%	6	17	1%	4	-2
CC(C)c1ccc(NC(=S)N2CCN(S(=O)(=O)c3ccccc3)CC2)cc1	-1%	-7	1.9%	-8%	-10	7	-1%	-1	-3
O=c1[nH]c(CN2CCCC2)nc2sc3c(c12)CCC3	0%	4	3.0%	3%	1	2	-6%	-5	-5
COc1ccccc1C(=O)Nc1ccc(OC(C)C(=O)N2CCOCC2)cc1 (stereo not drawn)	-11%	2	0.2%	2%	6	1	0%	-4	-8

D1 antag: entries above that show a hit.
| Molecule | Vif-APOBEC3G blk | D2 potentiator | RXFP1 ag | D1 antag | D1 agonist | LDHA block | D1 potentiator |
| --- | --- | --- | --- | --- | --- | --- | --- |
| CCOC(=O)N1CCC(Nc2c(NCCCOC)c(=O)c2=O)CC1 | -6% | 6 | -0.1% | -34* | 3 | 1 | -13 |
